Screens deposited in PubChem BioAssay by National Center for Advancing Translational Sciences (NCATS).
IMPase Li cell: IMPase inhibition in cells with lithium potentiation; CHO-M1 cells, IP1 TR-FRET (IP-One), carbachol + lithium; Potency, µM (titrated, usually from 59.4 µM), without a hit: at the top dose activity, negative = IMPase inhibition, hits mostly inhibitors; 210,000 compounds, 0.35% hits; AID 1457;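 also: IP1 builds up when IMPase is blocked and the TR-FRET signal falls; plate controls were basal vehicle for no effect and high inhibitor control for full effect; nearly all actives have a fitted effect of over 50% in size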
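Readout is a homogeneous TR-FRET IP1 immunoassay (Ex 320, Em 665 and 620), where raised cytosolic IP1 lowers signal. Cells were CHO-M1 treated 30 min at 37C with test compounds plus a little lithium; AC50 values came from Hill-equation fitting.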
RECQ1 inh: inhibitors of human RECQ1 DNA helicase | P46063 | RECQ1 DNA unwinding, red fluorescence kinetic read | Potency, µM (titrated, usually from 57.3 µM), without a hit: at the top dose activity, negative = inhibition, usual class: inhibitors | 240,000 compounds, 0.54% hits | AID 2549;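 also: plate controls were vehicle for no effect and no enzyme for full effect; nearly all actives have a fitted effect of over 30% in size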
Target sequence (P46063 whole entry, looked up): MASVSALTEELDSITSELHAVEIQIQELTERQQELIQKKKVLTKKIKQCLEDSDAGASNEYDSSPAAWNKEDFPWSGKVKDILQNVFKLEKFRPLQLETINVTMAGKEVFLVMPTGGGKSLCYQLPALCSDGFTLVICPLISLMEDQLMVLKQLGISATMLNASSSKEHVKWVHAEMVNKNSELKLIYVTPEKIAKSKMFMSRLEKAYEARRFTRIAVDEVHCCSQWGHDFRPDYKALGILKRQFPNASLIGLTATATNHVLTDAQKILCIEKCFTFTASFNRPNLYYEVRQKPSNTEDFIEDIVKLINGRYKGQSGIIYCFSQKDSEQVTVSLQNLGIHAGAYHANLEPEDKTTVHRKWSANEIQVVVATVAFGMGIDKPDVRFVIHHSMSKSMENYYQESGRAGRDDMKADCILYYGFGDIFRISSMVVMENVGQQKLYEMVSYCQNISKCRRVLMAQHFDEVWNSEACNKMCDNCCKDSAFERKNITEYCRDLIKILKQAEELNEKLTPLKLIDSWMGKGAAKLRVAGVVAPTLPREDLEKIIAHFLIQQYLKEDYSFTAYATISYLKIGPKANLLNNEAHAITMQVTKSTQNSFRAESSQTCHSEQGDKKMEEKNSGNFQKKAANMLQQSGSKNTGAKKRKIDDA
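RECQ1T1 50 nM; forked duplex (20 bp + 30-nt ss tails) 200 nM, ATP 2 mM final; pH 8.0, 2 mM MgCl2, 2.5 ug/ml poly(dI-dC); 15 min compound preincubation; discontinuous kinetic read over 2 h at RT.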
Epigenetic derep: regulators of epigenetic silencing causing reporter derepression in mouse cells. Potency, µM (titrated, usually from 53.9 µM), without a hit: top-dose GFP activation, hits mostly activators. 280,000 compounds, 0.2% hits. murine LDR cells, GFP reporter derepression, 30 h; also: % of control where 0% means no effect; nearly all actives have a fitted effect of over 60% in size
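In this reporter-derepression format, murine cells bearing a silenced integrated CMV-GFP locus incubate with test compound (30 h, 37 C), then are washed and imaged; fluorescent objects of 20–120 um count as induced cells.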
SMN2 splice enh: increases expression of the SMN2 splice variant. HEK293 SMN2-luciferase splicing reporter, luminescence, 30-36 h. Potency, µM (doses to about 46.1 µM), for inactives: at the top dose activity change, positive = activation, usual class: activators. 210,000 compounds, 2.8% hits. AID 1458; also: % of control where 0% means no effect; nearly all actives have a fitted effect of over 55% in size
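qHTS luciferase splicing reporter: luminescence rises when SMN2 exon 7 is included in transfected HEK293 cells. Compound exposure lasted 30-36 h at 37C, with 4.5 mM final sodium butyrate as control, followed by a ONE-Glo read.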
KinaseGlo FLuc: counter-screen: inhibitors of Kinase-Glo firefly luciferase; Q27757; Kinase-Glo luciferase, ATP luminescence, 8 min; Potency, µM (doses to about 38.3 µM), without a hit: at the top dose activity change, negative = inhibition, usual class: inhibitors; 200,000 compounds, 0.28% hits; also: % is scaled to controls: 0 for no effect and ±100 for the full control effect; nearly all actives have a fitted effect of over 60% in size
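Recombinant Kinase-Glo luciferase, 10 uM ATP (linear range), luciferin; imidazole pH 7.2 / KCl / MgCl2 / Tween / BSA buffer; 8 min RT; luminescence.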
KDM4E inh: JMJD2E (human) inhibition | B2RXH2 | JMJD2E catalytic domain, FDH-coupled NADH fluorescence (FDH is formaldehyde dehydrogenase) | Potency, µM (doses to about 57.1 µM), for the others: top-dose activity change, negative = inhibition, actives largely listed as inhibitors | 230,000 compounds, 1.6% hits; active = well fitted inhibition curve with a large enough effect, not every such curve was filed as active; inconclusive = small, poorly fitted or top-dose-only effect, or another doubt; inactive = no such curve, though single readings can be large or run the other way;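 also: 0% = wells with enzyme and -100% = buffer wells without enzyme; nearly all actives have a fitted effect of over 50% in size; many of its hits are not listed in these tables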
Target sequence (B2RXH2 1-337 limits assumed): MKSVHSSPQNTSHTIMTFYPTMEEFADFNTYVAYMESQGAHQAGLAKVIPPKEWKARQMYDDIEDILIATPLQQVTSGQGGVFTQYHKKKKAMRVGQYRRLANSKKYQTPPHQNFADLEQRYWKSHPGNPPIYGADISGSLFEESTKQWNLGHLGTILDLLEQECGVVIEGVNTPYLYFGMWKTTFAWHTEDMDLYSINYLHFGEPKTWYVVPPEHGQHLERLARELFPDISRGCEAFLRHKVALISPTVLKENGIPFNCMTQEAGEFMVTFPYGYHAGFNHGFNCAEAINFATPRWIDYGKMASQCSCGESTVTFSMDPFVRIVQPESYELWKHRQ
NPSR antagonist: neuropeptide S receptor (human) antagonism, cAMP | Q6W5P4 | CHO-NPSR cells, cAMP TR-FRET, antagonist mode | Potency, µM (titrated, usually from 38.3 µM), inactives show at the highest dose activity change, negative = inhibition, most hits filed as inhibitors | 220,000 compounds, 1% hits; also: % is scaled to controls: 0 for no effect and ±100 for the full control effect; nearly all actives have a fitted effect of over 50% in size; many of its hits are not listed in these tables
GoLoco inh red: inhibitors of human Gai1-RGS12 GoLoco interaction (red fluorophore). Potency, µM (top dose mostly 61.6 µM), inactives show at the top dose activity, negative = inhibition, actives largely listed as inhibitors. Gai1:RGS12 GoLoco peptide FP, rhodamine, 10 min. P63096. 230,000 compounds, 0.44% hits; active = well fitted inhibition curve with a large enough effect, not every such curve was filed as active; inactive = no such curve, though single readings can be large or run the other way; also: % is scaled to controls: 0 for no effect and ±100 for the full control effect; nearly all actives have a fitted effect of over 30% in size; many of its hits are not listed in these tables
Active calls of the source: *; i = inactive; ? = inconclusive; nt = no result given; [ ] = dose if it differs, or a comment. Unless noted, calls follow the shape of the dose curve; as a rule, active = well fitted curve in the direction sought with a large enough effect; inconclusive = small, poorly fitted or top-dose-only effect, or another doubt; inactive = no such curve, though single readings can be large; an effect the other way counts as inactive or inconclusive. Potency is read from the fitted curve at half-maximal effect.

SMILES	IMPase Li cell	RECQ1 inh	Epigenetic derep	SMN2 splice enh	KinaseGlo FLuc	KDM4E inh	NPSR antagonist	GoLoco inh red
O=C(NCc1ccccc1Br)c1ccco1	18.1%[38.3 µM]	-14.8%	3.2%	20.9%	4.2%	-4.4%	1.5%[46.1 µM]	11.6%
O=C(NCCCN1CCOCC1)C1CCC(=O)N1CCc1ccccc1 (stereo not given)	5.4%[38.3 µM]	-14.1%	0.0%	-13.0%	0.8%	0.8%	12.0%[46.1 µM]	1.7%
NC(=O)c1cccc2cc3ccccc3cc12	-0.5%	-4.9%	-1.3%	-5.4%	-2.5%	?	10.1%	-1.4%
COc1ccccc1C(=O)C1Nc2ccccc2-c2nnc(SC)nc2O1 (stereo not given)	10.5%	-3.2%	-1.0%	-3.3%	1.9%	-0.3%	-14.4%	-8.1%
Cc1ccccc1NC(=S)N(CCN(C)C)C(C)c1cccnc1 (stereo not given)	1.4%	-3.1%	0.0%	-8.7%	-0.7%	5.2%	7.8%	-8.5%
N/C(=N\N=C\c1cccc([N+](=O)[O-])c1)c1nonc1N	nt	-3.6%	-1.7%	nt	nt	6.9%	-4.5%	-9.7%
CC(Sc1nc(-c2ccccc2)cc(C(F)(F)F)n1)C(=O)N1CCCC1 (stereo not given)	3.5%	1.7%	0.0%	-22.2%	0.8%	0.7%	-32.0%	2.3%
CCOC(=O)N1CCN(c2c(NCCCN(C)c3ccccc3)c(=O)c2=O)CC1	-21.6%[38.3 µM]	-6.7%	-1.2%	4.5%	-3.6%	6.9%	-15.3%[46.1 µM]	-10.1%
COC(=O)c1ccccc1NC(=O)Cc1ccccc1OC	2.5%	-0.2%	1.2%	2.7%	-0.9%	-10.2%	-0.2%[46.1 µM]	-2.4%
N=c1n(CCOc2ccccc2)c2ccccc2n1CCN1CCOCC1	3.5%[38.3 µM]	i	-4.2%	-13.3%	-0.1%	0.0%	7.3%[46.1 µM]	5.0%
COc1ccc(C(=O)NC(=S)SCC(=O)O)cc1	nt	-12.1%	-0.3%	nt	nt	2.1%	1.4%[7.67 µM]	-104.1%
CN1CCN(C2=Cc3ccccc3Sc3cc(F)c(F)cc32)CC1	32.8%[activator]	-2.4%	-3.8%	-10.1%	-0.3%	2.7%	?	7.6%

An excerpt from above, limited to KinaseGlo FLuc, Epigenetic derep and IMPase Li cell:
SMILES,KinaseGlo FLuc,Epigenetic derep,IMPase Li cell
CCOC(=O)N1CCN(c2c(NCCCN(C)c3ccccc3)c(=O)c2=O)CC1,-3.6%,-1.2%,-21.6%[38.3 µM]
COC(=O)c1ccccc1NC(=O)Cc1ccccc1OC,-0.9%,1.2%,2.5%

Additional compounds.
SMILES	IMPase Li cell	RECQ1 inh	Epigenetic derep	SMN2 splice enh	KinaseGlo FLuc	KDM4E inh	NPSR antagonist	GoLoco inh red
CCOc1ccc(NS(=O)(=O)c2cc(Cl)ccc2OC)cc1	-8.2%[38.3 µM]	-7.6%	-0.4%	-12.2%	1.1%	-6.3%	?	-6.5%
CCOC(=O)N/N=C(\c1ccccc1)C(O)c1ccccc1 (stereo not given)	-1.2%	-1.2%	0.0%	nt	-2.2%	-1.1%	2.4%	12.9%
Cc1nc2ccc(NC(=O)c3cc(S(=O)(=O)N4CCOCC4)ccc3C)cc2s1	44.1%[activator][38.3 µM]	0.5%	0.1%	-90.1%[inhibitor]	2.3%	3.0%	-10.0%[46.1 µM]	-8.4%
CCCCCn1c(=O)[nH]c2cc(C(=O)NCCCN3CCC(C)CC3)ccc2c1=O	-2.8%[38.3 µM]	-1.9%	1.0%	9.0%	-6.4%	?	2.6%[46.1 µM]	-7.4%
O=[N+]([O-])c1cc(N(CCO)CCO)ccc1NCCO	80.7%[activator]	3.5%	nt	-11.0%	nt	nt	nt	-0.5%
O=C(Nc1ccc(CN2CCOCC2)cc1)c1cccs1	20.8%[38.3 µM]	0.3%	2.0%	12.6µM*	-3.0%	-3.1%	-6.0%[46.1 µM]	9.7%
Cc1cccc(N2CCN(c3cc(C)nc4nnnn34)CC2C)c1 (stereo not given)	17.5%[38.3 µM]	-0.7%	0.0%	-29.4%	-3.1%	-8.6%	-13.9%[46.1 µM]	4.6%
COc1ccc(OCc2nc3c4cc(OC)c(OC)cc4nc(=S)n3[nH]2)cc1	-7.8%	-3.6%	1.0%	?	5.8%	-6.2%	-7.7%	10.6%
Cc1cc(O)cc(O)c1C=NCc1ccco1	-1.4%	-0.4%	0.0%	-0.7%[1.84 µM]	0.3%	7.8%	-38.4%	5.9%
Clc1cccc(Cl)c1CSc1nnc(-c2sccc2-n2cccc2)o1	12.6%[38.3 µM]	-25.0%	2.6%	-5.0%	-2.1%	-20.0%	-25.3%[46.1 µM]	1.0%
CCOC(=O)c1c(C)n(C)c2cc(Br)c(O)c(O)c12	nt	-0.1%	0.9%	nt	nt	3.0%	-3.9%	-8.2%
COc1ccc(NC(=O)C(=O)NNC(=O)C(C)Oc2ccc(Cl)cc2Cl)cc1 (stereo not given)	-0.2%	-13.2%	0.0%	-5.3%	1.3%	-3.9%	-26.7%	-9.1%
COC(=O)C/C(O)=C(/N=Nc1cccc(C(F)(F)F)c1)C(=O)OC	-0.5%	i	3.9%[10.1 µM]	-12.0%	4.2%	-6.4%	-6.5%	-9.1%
Cc1c(NC(=O)CC(=O)Nc2c(C)n(C)n(-c3ccccc3)c2=O)c(=O)n(-c2ccccc2)n1C	7.2%[38.3 µM]	-3.1%	0.0%	10.1%	-3.4%	5.2%	2.6%[46.1 µM]	3.2%
Cc1ccc(N=C2SC(C(=O)Nc3ccc(OC(F)(F)F)cc3)C(N)=C2C(=O)Nc2c(C)cc(C)cc2C)cc1 (stereo not given)	9.1%	-3.5%	1.1%	-19.4%	3.8%	-3.9%	?	43.2%[activator]
CCn1c(C(O)c2cccc(OC)c2OC)nc2ccccc21 (stereo not given)	20.7%[38.3 µM]	0.2%	0.0%	-16.6%	-0.8%	2.9%	-9.4%[46.1 µM]	3.2%
CC(=O)Nc1n[nH]c(-c2ccc(C)cc2)c1C	-4.0%	i	0.0%	-3.0%	-4.5%	8.1%	3.7%	7.7%
CCO[C@@H]1OC(C(=O)Nc2ccccc2)=C[C@H](c2coc3ccccc3c2=O)[C@H]1CCCO	18.9%	-16.2%	-0.7%	nt	nt	-2.9%	?	-4.3%
N#CCC(=O)Nc1ccccc1C(=O)O	-0.9%[38.3 µM]	-3.1%	-0.7%	2.8%	11.8%	?	-16.6%[46.1 µM]	-0.5%
CC(=O)c1ccc(NC(=O)C(C)NCc2ccc(Cl)cc2)cc1 (stereo not given)	6.4%	-5.0%	-0.4%	0.4%	-2.7%	-5.0%	-15.9%	2.4%
O=C(Nc1ccccc1C(=O)Nc1nnc(C(F)(F)F)s1)c1ccccc1	nt	-12.1%	-1.6%	nt	nt	?	?	-6.7%
Cc1ccccc1NC(=O)CCn1c(=O)oc2ccccc21	13.3%[38.3 µM]	?	0.0%	-0.6%	0.9%	0.8%	-0.7%[46.1 µM]	-1.1%
Cc1nc2c(C)cccn2c1C(=O)c1ccccc1	4.3%[38.3 µM]	-4.8%	-2.5%	-12.4%	-1.3%	3.8%	-4.2%[46.1 µM]	-2.1%
Cc1ccc(OCC(=O)c2cc(C)c(C)cc2C)c([N+](=O)[O-])n1	-4.3%[38.3 µM]	i	-1.4%	-0.1%	-1.7%	-28.1%	?	20.8%

Among those listed so far, these have an NH in an aromatic ring.
SMILES	IMPase Li cell	RECQ1 inh	Epigenetic derep	SMN2 splice enh	KinaseGlo FLuc	KDM4E inh	NPSR antagonist	GoLoco inh red
CCCCCn1c(=O)[nH]c2cc(C(=O)NCCCN3CCC(C)CC3)ccc2c1=O	-2.8%[38.3 µM]	-1.9%	1.0%	9.0%	-6.4%	?	2.6%[46.1 µM]	-7.4%
COc1ccc(OCc2nc3c4cc(OC)c(OC)cc4nc(=S)n3[nH]2)cc1	-7.8%	-3.6%	1.0%	?	5.8%	-6.2%	-7.7%	10.6%
CC(=O)Nc1n[nH]c(-c2ccc(C)cc2)c1C	-4.0%	i	0.0%	-3.0%	-4.5%	8.1%	3.7%	7.7%

Further compounds.
SMILES	IMPase Li cell	RECQ1 inh	Epigenetic derep	SMN2 splice enh	KinaseGlo FLuc	KDM4E inh	NPSR antagonist	GoLoco inh red
O=C(NCCCn1ccnc1)c1cccc(S(=O)(=O)Nc2ccccc2F)c1	0.2%[38.3 µM]	14.7%	-0.6%	-11.9%	0.2%	2.4%	-1.8%[7.67 µM]	3.9%
CC(C)(C)NC(=O)C(c1ccc(F)cc1)N(CCc1ccccc1)C(=O)c1ccn[nH]1 (stereo not given)	14.1%	-12.3%	-1.2%	-0.6%	2.0%	8.0%	13.3%	8.3%
COc1ccc(/C(N)=N/OC(=O)Cc2cccs2)cc1	5.7%	-15.8%	1.1%	?	0.3%	-8.0%	14.6%	8.7%
Clc1cc(Cl)c2nc(N3CCCCC3)sc2c1	-2.4%[38.3 µM]	-9.3%	-1.1%	?	-8.0%	-7.3%	-3.2%[46.1 µM]	-17.8%
Cc1cc(NC(=O)CCN2C(=O)C3C4C=CC(C4)C3C2=O)c2ccccc2n1 (stereo not given)	-28.6%[38.3 µM]	2.0%	1.9%	-27.1%	-7.1%	-1.9%	-1.8%[46.1 µM]	8.2%
CC1=C(CO)C(=O)OC([C@@H](C)C2CC[C@H]3C4C[C@H]5O[C@]56[C@@H](O)C=CC(=O)[C@]6(C)C4CC[C@]23C)C1 (stereo not given in full)	nt	i	0.0%	nt	nt	-27.1%	5.01µM*	-4.9%
NNC(=O)[C@H]1C[C@@H]1c1ccccc1	-5.4%	-6.9%	-1.1%	6.0%	-0.2%	29.9%	22.1%	-1.9%
Cc1cccc(C2=NN(c3ccc(Br)cc3)[C@@H](C(=O)N3CCOC3=O)[C@@H]2c2ccc(Cl)cc2)c1	-6.9%	-16.3%	-2.2%[40.7 µM]	nt	2.5%[39.9 µM]	nt	nt	-140.2%
CCOC(=O)N1CCN(C(=O)c2ccc3c(=O)n(CCc4ccccc4)c(=O)[nH]c3c2)CC1	41.3%[activator][38.3 µM]	3.1%	1.4%	-33.5%[inhibitor]	4.9%	0.8%	-10.3%[46.1 µM]	2.4%
COc1ccc(C(=O)C[n+]2ccc(-c3nnc4n3CCCCC4)cc2)cc1	nt	-12.6%	-0.2%	nt	nt	?	19.2%	2.9%

Some of the compounds tested, so the mix of outcomes need not match the whole.
